Source: PubChem (Sanford-Burnham Center for Chemical Genomics)
A3G deaminase: APOBEC3G (human) deaminase inhibition | Q9HC16 | actives 0.28% (n = 330,000) | recombinant A3G, ssDNA deamination FAM/TAMRA fluorescence | inhibition, % at 20 µM;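 active = inhibition of at least 40% at 20 µM, with no more than 30% in the related APOBEC3A deaminase screen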;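 note: plate controls were DMSO wells with A3G for no effect and wells lacking A3G enzyme for full effect; some compounds called inactive have numbers as strong as hits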
Target sequence (Q9HC16 whole entry, looked up): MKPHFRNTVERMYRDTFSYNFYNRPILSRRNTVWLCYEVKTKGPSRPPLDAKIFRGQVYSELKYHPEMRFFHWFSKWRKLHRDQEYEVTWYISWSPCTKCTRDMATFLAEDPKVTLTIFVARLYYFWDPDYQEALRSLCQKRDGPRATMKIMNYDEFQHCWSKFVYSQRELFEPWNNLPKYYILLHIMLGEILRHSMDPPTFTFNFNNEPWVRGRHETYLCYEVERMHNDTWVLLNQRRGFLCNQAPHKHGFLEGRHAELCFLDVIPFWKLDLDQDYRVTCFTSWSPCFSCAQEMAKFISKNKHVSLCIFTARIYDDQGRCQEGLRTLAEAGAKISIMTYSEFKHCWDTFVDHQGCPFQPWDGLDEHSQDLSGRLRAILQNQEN
APOBEC3A inh: blocks human APOBEC3A ssDNA deamination. P31941. recombinant A3A, FAM/TAMRA ssDNA deamination fluorescence. inhibition, % at 20 µM. actives 0.41% (n = 330,000). AID 493011;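 active = at least 40% inhibition at 20 µM here, with at most 30% in a related deaminase screen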;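 note: plate controls were A3A with DMSO for no effect and wells lacking A3A enzyme for full effect; some results filed as inactive read as strong as hits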
Target sequence (P31941 whole entry, looked up): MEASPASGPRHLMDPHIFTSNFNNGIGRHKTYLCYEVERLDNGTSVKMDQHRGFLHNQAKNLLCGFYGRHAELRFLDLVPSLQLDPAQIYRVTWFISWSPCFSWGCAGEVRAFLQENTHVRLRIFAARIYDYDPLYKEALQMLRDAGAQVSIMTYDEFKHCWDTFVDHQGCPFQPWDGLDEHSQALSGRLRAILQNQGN
beta cell repl: MIN6 beta-cell proliferation induction; MIN6 cells proliferation, ATPlite luminescence, 48 h; cells starved in 0.2% serum; 100% = growth in 10% serum; proliferation, % at 10 µM; actives 0.29% (n = 330,000); AID 2380;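 active = compounds whose signal lies at least 3.5 SD above the mean of all wells on their plate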;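 note: 0% = DMSO-treated cells in low-serum medium and 100% = 10% serum control; some compounds called inactive have numbers as strong as hits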
NLRP3 yeast inh: blocks the NALP3 inflammasome reconstituted in yeast; Yeast reconstituted NLRP3/ASC/caspase-1, beta-gal luminescence, 24 h; inhibition, % at 10 µM; actives 0.39% (n = 330,000); AID 2825;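 active = inhibition of 50% or more; inactive = inhibition below 50%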;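 note: plate controls were induced DMSO wells for no effect and uninduced yeast grown without galactose for full effect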
SENP1 FRET inh: blocks the human SENP1 SUMO protease catalytic domain | Q9P0U3 | recombinant SENP1 catalytic domain, CyPet-SUMO1-YPet FRET cleavage | inhibition, % at 10 µM | actives 0.21% (n = 360,000) | AID 624204;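 active = inhibition at least 30% at 10 µM, raw YFP signal under a set limit, fluorescence ratio 0.5 to 1.5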;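 note: 0% = enzyme with DMSO and 100% = no enzyme wells; some results filed as inactive read as strong as hits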
Target sequence (Q9P0U3 419-644 limits assumed): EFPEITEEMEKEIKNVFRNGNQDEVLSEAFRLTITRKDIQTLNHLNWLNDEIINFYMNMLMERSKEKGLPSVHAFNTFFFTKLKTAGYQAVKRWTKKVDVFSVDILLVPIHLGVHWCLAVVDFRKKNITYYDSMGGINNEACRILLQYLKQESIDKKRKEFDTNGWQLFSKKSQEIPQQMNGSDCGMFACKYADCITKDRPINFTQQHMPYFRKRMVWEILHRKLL
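Material: hSENP1 catalytic domain, recombinant; medium: Tris pH 8 with BME, BSA, NP40 and catalase; compound: single concentration of 10 µM compound, 0.5% DMSO final; technique: FRET read of cyan and yellow fluorescence; timing: 50 min enzyme reaction, room temperature, light-protected; reagent: SFCypet-SUMO1-SFYpet substrate at 25 nM; control set: no-enzyme low, enzyme-DMSO high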
mIAP block: mouse IAP inhibition; actives 0.2% (n = 330,000); purified mouse IAP, CDP-Star luminescence, 30 min; inhibition, % at 10 µM; AID 2806;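 active = inhibition of at least 40% at 10 µM in the primary screen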;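 note: plate controls were DMSO with enzyme for no effect and no enzyme wells for full effect; values of inactives mirror those of a sister screen read the other way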
hIAP act: increases human intestinal alkaline phosphatase activity; purified human IAP, CDP-Star luminescence, 30 min; hits give high values; 1 = vehicle-only enzyme, 0 = enzyme-free background; activation factor at 10 µM; actives 0.16% (n = 330,000); P09923; AID 2524;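 active = activation factor of the enzyme at least 2-fold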; note: the source names both 10 and 20 µM as test concentration; values of inactives mirror those of a sister screen read the other way
mIAP act: increases mouse intestinal alkaline phosphatase activity | muIAP, CDP-Star luminescence, 30 min; hits give high values; 1 = vehicle-only enzyme signal, 0 = enzyme-free wells | activation factor at 10 µM | actives 0.24% (n = 330,000);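 active = activation factor of at least 2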; note: the source names both 10 and 20 µM as test concentration; values of inactives mirror those of a sister screen read the other way
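Assay system: mouse IAP enzyme; reagent: chemiluminescent substrate CDP-Star; dosing: test compounds delivered from DMSO solution; schedule: 30 min at room temperature; measured by: luminescence from enzymatic CDP-Star hydrolysis; controls: DMSO-only wells and no-enzyme negative control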
hIAP inh: human IAP inhibition; P09923; purified IAP, CDP-Star luminescence, 30 min; inhibition, % at 10 µM; actives 0.12% (n = 330,000);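 active = inhibition reaching a set limit with compound at 10 µM in the primary screen, cut at about 35% in these data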;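 note: plate controls were DMSO wells with enzyme for no effect and no-enzyme buffer wells for full effect; values of inactives mirror those of a sister screen read the other way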
Starred values were filed as active, the others as inactive; · = no result given. A portion of the library (hit frequency here may not be typical).

#	mol	A3G deaminase	APOBEC3A inh	beta cell repl	NLRP3 yeast inh	SENP1 FRET inh	mIAP block	hIAP act	mIAP act	hIAP inh
1	Cc1ccc(OCCN2C(=O)c3ccccc3C2=O)cc1	-2	3	0	45	2	1	1.5	0.99	-54
2	CC1CCCN(C(=O)c2ccc(Br)c(S(=O)(=O)N3CCOCC3)c2)C1 (stereo not given)	-2	-3	-5	2	1	1	1.1	0.99	-12
3	COc1ccc(CN2CCC(=O)N([C@H](CO)CC(C)C)CC2)cc1OC	6	1	1	11	-2	-2	1	1	-4
4	c1ccc2oc(SCc3nc4ccccc4s3)nc2c1	2	1	-1	45	-41	1	0.84	0.99	16
5	CC(Sc1nncs1)C(=O)Nc1ccc2c(c1)OCCO2 (stereo not given)	-9	-7	8	10	0	-2	0.9	1	10
6	CCSc1ccccc1-c1nc(-c2ccncc2)no1	16	-1	-2	6	3	3	1.1	0.97	-5
7	Cc1cccc(C(=O)Nc2ccc(C(=O)Nc3ccc(O)cc3)cc2)c1	-5	1	-1	21	2	-2	1.1	1	-8
8	Cc1nc2ccc(S(=O)(=O)N(C)CC(=O)N3CCc4ccccc43)cc2s1	-5	-2	-1	2	-2	6	0.9	0.94	10
9	O=C(Cn1cnc2c(nnn2-c2cccc(Cl)c2)c1=O)N1CCOCC1	0	3	4	-11	2	-7	1	1.1	-2
10	CN1CCN(C(=O)c2ccc(S(=O)(=O)Nc3ccccc3)cc2)CC1	2	2	-4	16	1	-10	0.91	1.1	10
11	Cc1ccc(C(CNC(=O)C(=O)Nc2ccc3c(c2)OCCO3)N2CCN(C)CC2)cc1 (stereo not given)	-7	-1	-4	22	1	3	0.86	0.97	14
12	COc1ccc(NC(=O)CSc2n[nH]c(=O)n2C2CC2)cc1OC	-5	0	-3	9	0	-8	0.99	1.1	1
13	O=C(NCc1ccco1)c1cnn2c(C(F)F)cc(-c3ccccc3)nc12	-4	0	-2	23	-16	4	0.99	0.96	1
14	CCOC(=O)N1CCC(NC(=O)CS(=O)Cc2nc(-c3ccc(OC)c(OC)c3)oc2C)CC1 (stereo not given)	-5	-1	0	-10	0	-2	1.2	1	-22
15	CCCCCC(=O)Nc1ccc(N2CCN(C(=O)c3ccccc3)CC2)cc1	-3	-2	1	34	2	-8	0.87	1.1	13
16	C=C(C(=O)c1ccccc1)C(CC(=O)c1ccccc1)c1ccccc1 (stereo not given)	-4	3	-3	14	-1	10	0.99	0.9	1
17	COc1ccc(S(=O)(=O)N(C)c2ccc(C(=O)N3CCC(C(N)=O)CC3)cc2)cc1OC	-7	-2	-3	7	-2	2	1.2	0.98	-16
18	CCOc1ccc(S(=O)(=O)NCCC(=O)OCC(=O)c2ccc(NC(C)=O)cc2)cc1	-3	4	1	6	-3	-2	1.2	1	-19
19	CCOC(=O)c1nn(-c2ccc(OCC)cc2)c2nc(-c3ccco3)c(C#N)c(=O)n12	-4	-3	-3	-1	-56	4	1.2	0.96	-20
20	CNc1ncnc2sc(-c3ccccc3)cc12	-7	3	3	47	-18	-6	1	1.1	0
21	Cc1ccc2[nH]c(=O)c3cc(C(=O)N(C)c4ccccc4C)sc3c2c1	-8	-4	-2	-3	-1	-1	1.1	1	-12
22	OCc1nc2nc(Cl)c(Cl)nc2[nH]1	-6	-1	0	18	-117	3	1	0.97	-2
23	NNC(=O)C(=O)NCCCN1CCOCC1	-18	-2	0	12	0	-1	0.98	1	2
24	Cc1cccc(NC(=O)c2ccc(C3SCC(=O)N3CCc3ccccc3)cc2)c1C (stereo not given)	-6	-3	-4	17	1	-2	1	1	-3
25	O=C(NCc1ccc(Cl)cc1)N1CCOCC1	3	1	-2	27	1	-9	1	1.1	-3
26	CCCNc1c(NC(=O)C2CCC(C)CC2)c(=O)oc2ccccc12 (stereo not given)	0	1	0	5	2	-6	1	1.1	-2
27	Cn1cnnc1SCC(=O)NCc1ccccc1	-8	-1	-2	6	2	0	0.91	1	9
28	O=[N+]([O-])c1cc(/C=N/N/C(=N/c2ccccn2)c2ccccn2)ccc1O	1	1	-2	-1	34*	13	1.1	0.87	-12
29	COCCCNC(=S)NCCNc1nc2cc(C)cc(C)c2cc1C#N	-7	-5	-3	17	-95	2	1	0.97	0
30	COc1ccc(-c2noc(CCC(=O)N3CCN(c4ccc(F)cc4)CC3)n2)cc1	0	1	·	·	2	-15	·	1.1	·
31	O=C(c1ccc(OC2CCN(CCc3ccccc3)CC2)cc1)N1CCCC(CO)C1 (stereo not given)	-6	-2	-3	1	4	-2	0.94	1	6
32	S=c1[nH]nc(COc2ccccc2)n1/N=C/C(Cl)=C/c1ccccc1	21	3	-6	38	1	32	1.1	0.68	-13
33	COc1ccc(NC(=O)CSc2nc3ccccc3nc2N2CCCC2)cc1	-1	0	-5	30	-46	-4	0.97	1	3
34	CCN(CC(=O)NCc1ccc(Cl)cc1)C(=O)COc1ccc(Cl)cc1Br	-3	-3	-6	12	0	-5	1.1	1.1	-5
35	Cc1ccccc1OC(C)C(=O)NCc1cccnc1 (stereo not given)	-1	1	0	10	2	-4	1	1	-3
36	COc1ccc(CNC(=O)[C@H](Cc2c[nH]c3ccccc23)NC(C)=O)cc1OC	-7	-2	-3	-7	0	2	1.1	0.98	-13
37	COc1ccc(NC(=O)CS(=O)c2ccc(F)cc2)cc1 (stereo not given)	-4	3	12*	4	0	6	1.1	0.94	-7
38	COc1ccccc1CCNC(=O)Cn1c(=O)oc2ccccc21	4	2	0	22	2	4	0.92	0.96	8
39	O=C(CCN1C(=O)C2C3CCC(C3)C2C1=O)Nc1ccc([N+](=O)[O-])cc1 (stereo not given)	-4	-5	-2	8	2	-2	1.1	1	-8
40	O=C(CCc1ccccc1)NNc1cc(N2CCCCC2)nc(N2CCCCC2)n1	-9	-6	-2	12	-25	-24	1.4	1.2	-43
41	ClCCCc1cn(C[C@H]2CC[C@@H]([C@@H]3CC[C@H](Cn4cc(CCCCl)nn4)O3)O2)nn1	-12	-7	-2	12	0	-13	1.1	1.1	-11
42	CCOc1ccc(CSC2=NCCN2)cc1[N+](=O)[O-]	-6	-1	2	26	1	10	0.96	0.9	4
43	Cc1ccccc1CSc1nc2n(n1)C(c1cccs1)C1=C(CCCC1=O)N2 (stereo not given)	-4	-3	-2	17	-1	7	0.95	0.93	5
44	COc1cccc(CC(NC(C)=O)C(=O)NC2CCN(c3c4c(nc5ncnn35)CCC4)CC2)c1OC (stereo not given)	-3	-1	0	6	·	8	1.2	0.92	-16
45	CCOCCCNC(=O)c1cn(C)c2ccc(S(=O)(=O)N3CCCCC3)cc2c1=O	-6	-3	-5	-2	1	-1	1.2	1	-17
46	CCCN1CCN(CCCNC(=O)c2ccc3nc(N4CCC(C)CC4)sc3c2)CC1	-7	2	-4	15	-1	-6	0.94	1.1	6
47	N#C/C(=C/c1cn(-c2ccccc2)nc1-c1cccc(S(=O)(=O)N2CCOCC2)c1)C(=O)NCc1ccco1	-6	-2	0	5	0	0	1.2	1	-17
48	CCc1c(O)c(-c2ccccc2)c(=O)n(-c2ccccn2)c1-c1ccccc1	-8	-4	-2	24	1	-4	0.99	1	1
49	O=C(CCCCCN1C(=O)c2ccccc2C1=O)Nc1ccc(F)cc1	-2	-1	-2	19	-2	10	1	0.9	0
50	NC(=O)C1=C[C@@H](c2csc3ccccc23)C[C@@H](OCc2ccc(CO)cc2)O1	-4	1	-2	-3	-1	-3	1.1	1	-6

An excerpt of these results, in transposed form:
#30 COc1ccc(-c2noc(CCC(=O)N3CCN(c4ccc(F)cc4)CC3)n2)cc1
#31 O=C(c1ccc(OC2CCN(CCc3ccccc3)CC2)cc1)N1CCCC(CO)C1 (stereo not given)

| compound no. | 30 | 31 |
| --- | --- | --- |
| A3G deaminase | 0 | -6 |
| APOBEC3A inh | 1 | -2 |
| beta cell repl | · | -3 |
| NLRP3 yeast inh | · | 1 |
| SENP1 FRET inh | 2 | 4 |
| mIAP block | -15 | -2 |
| hIAP act | · | 0.94 |
| mIAP act | 1.1 | 1 |
| hIAP inh | · | 6 |

More structures
#	mol	A3G deaminase	APOBEC3A inh	beta cell repl	NLRP3 yeast inh	SENP1 FRET inh	mIAP block	hIAP act	mIAP act	hIAP inh
51	CCC(=O)Nc1cccc(-c2nc3ccccc3o2)c1	-1	2	2	30	3	-4	1.1	1	-13
52	COc1cc(C2/C(=C(/O)c3ccc(F)cc3)C(=O)C(=O)N2CCCC(=O)O)ccc1O (stereo not given)	-4	-4	-2	13	2	-1	1	1	-1
53	O=C(c1ccc([N+](=O)[O-])cc1)N(c1ccccn1)c1ccccn1	-17	2	1	-2	0	-4	0.97	1	3
54	COc1ccc2c(c1)CC(N1CCN(C)CC1)c1cc(OC)ccc1S2 (stereo not given)	6	-5	-4	28	0	2	0.95	0.98	4
55	CN(Cc1ccccc1F)C(=O)CNC(=O)Cc1cccc2ccccc12	-8	-2	-1	12	-2	4	1	0.96	0
56	CN(Cc1ccco1)c1ncnc2ccc(-c3ccc4c(ccn4C)c3)cc12	-6	-1	-7	13	-10	12	1	0.88	-1
57	Cc1ccc(S(=O)(=O)Cn2nnnc2C(C)N2CCN(C(=O)c3ccco3)CC2)cc1 (stereo not given)	-2	3	-3	14	0	2	0.97	0.98	3
58	O=C(C1CC(=O)N(c2ccccc2)C1)N1CCC(c2nc3ccccc3[nH]2)CC1 (stereo not given)	-1	0	2	4	1	0	0.97	1	2
59	CCCOP(=O)(c1ccc(N(C)C)cc1)C(O)c1ccc(N(C)C)cc1 (stereo not given)	-6	-1	0	-3	-1	3	1.1	0.97	-6
